# Pol kappa inh = qHTS for Inhibitors of Polymerase Kappa | purified Pol kappa, fluorescent DNA synthesis assay, 10 min | hit rate 0.53% among 400,000 | Potency, µM (highest dose often 107 µM), for inactives: at the top dose activity, negative = inhibition, hits mostly inhibitors; further: on the % scale 0 is the no-effect control and ±100 the full control effect
#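 Activity was followed as the change in fluorescence between reads at 0 and 10 min after starting the reaction with 50 nM substrate. Beforehand, 10 nM polymerase had been preincubated with compound for 15 min at room temperature.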
# POLB inh = qHTS Assay for Inhibitors of DNA Polymerase Beta; Pol beta primer extension/strand displacement, fluorescence kinetic; Potency, µM (doses to about 114 µM), for the others: at the highest dose activity change, negative = inhibition, usual class: inhibitors; P06746; AID 485314, 2010; hit rate 1.3% among 340,000; further: on the % scale 0 is the no-effect control and ±100 the full control effect
#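 Pol beta (10 nM) and compounds were preincubated 15 min at room temperature, then 50 nM substrate (final) started primer extension/strand displacement. Reads were taken at 0 and 10 min; concentration-response data were fitted to a four-parameter Hill equation.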
# Pol eta inh = qHTS for Inhibitors of Polymerase Eta | DNA polymerase eta (Homo sapiens), Q9Y253 | recombinant Pol eta, fluorescent DNA replication assay | Potency, µM (series often up to 114 µM), without a hit: top-dose activity change, negative = inhibition, hits mostly inhibitors | hit rate 1.2% among 390,000 | AID 588591, 2011; further: on the % scale 0 is the no-effect control and ±100 the full control effect
# Target sequence (Q9Y253 whole entry, looked up): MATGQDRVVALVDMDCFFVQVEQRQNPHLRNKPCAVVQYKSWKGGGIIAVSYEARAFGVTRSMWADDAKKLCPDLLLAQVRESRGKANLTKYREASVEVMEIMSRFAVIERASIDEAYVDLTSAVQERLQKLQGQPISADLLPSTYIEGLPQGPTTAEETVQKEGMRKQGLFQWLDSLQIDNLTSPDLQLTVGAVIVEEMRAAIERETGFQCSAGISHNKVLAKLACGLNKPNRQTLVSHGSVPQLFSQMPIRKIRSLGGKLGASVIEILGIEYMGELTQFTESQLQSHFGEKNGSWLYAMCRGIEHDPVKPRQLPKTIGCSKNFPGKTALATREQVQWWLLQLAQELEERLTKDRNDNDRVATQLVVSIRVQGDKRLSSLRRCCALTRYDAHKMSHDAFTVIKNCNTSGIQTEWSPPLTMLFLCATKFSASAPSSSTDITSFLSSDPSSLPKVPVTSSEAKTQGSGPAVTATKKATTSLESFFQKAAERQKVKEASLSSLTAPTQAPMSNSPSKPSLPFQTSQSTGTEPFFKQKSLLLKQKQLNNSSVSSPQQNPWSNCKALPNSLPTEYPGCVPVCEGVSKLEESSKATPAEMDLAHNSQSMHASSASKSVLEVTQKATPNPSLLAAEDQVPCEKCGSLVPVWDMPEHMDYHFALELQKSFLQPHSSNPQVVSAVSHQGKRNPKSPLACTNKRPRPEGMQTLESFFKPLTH
#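 Pol eta at 10 nM preincubated with compounds 15 min at room temperature; reaction started with fluorescent substrate (50 nM final) and read kinetically at 0 and 10 min.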
# BAZ2B inh = qHTS Assay for Inhibitors of BAZ2B; Bromodomain adjacent to zinc finger domain protein 2B (Homo sapiens), Q9UIF8; AlphaScreen BAZ2B-H3K14Ac peptide displacement; Potency, µM (series often up to 114 µM), for the others: at the top dose activity change, negative = inhibition, actives largely listed as inhibitors; hit rate 4.4% among 360,000; further: on the % scale 0 is the no-effect control and ±100 the full control effect; nearly all actives have a fitted effect of over 60% in size
#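 In this displacement format the biotinylated H3(5-23) peptide acetylated at Lys14 serves as ligand at 50 nM, with BAZ2B at 50 nM in PBS pH 7.4 containing 0.01% Tween-20. Donor and acceptor beads are 10 ug/mL final.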
# G9a inh = qHTS Assay for Inhibitors of Histone Lysine Methyltransferase G9a; G9a H3K9 monomethylation, AlphaScreen, 2 h; AID 504332, 2011; Potency, µM (highest dose often 102 µM), without a hit: top-dose activity, negative = inhibition, hits mostly inhibitors; Histone-lysine N-methyltransferase EHMT2 (Homo sapiens), Q96KQ7; hit rate 8.8% among 350,000; further: on the % scale 0 is the no-effect control and ±100 the full control effect; nearly all actives have a fitted effect of over 75% in size
#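 Methyltransferase reactions run at room temperature for 2 h (20 nM enzyme, 500 nM biotin-H3K9 peptide, 20 uM SAM) after a 15 min compound preincubation; product detected by AlphaScreen beads and anti-H3K9me1 antibody.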
# POLI inh = qHTS for Inhibitors of Polymerase Iota; Pol iota fluorescent replication assay, 10 min; hit rate 1% among 390,000; DNA polymerase iota (Homo sapiens), Q9UNA4; Potency, µM (top dose mostly 115 µM), without a hit: at the top dose activity, negative = inhibition, hits mostly inhibitors
#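 Fluorescent replication assay read twice, at 0 min and 10 min after adding 50 nM (final) substrate. Enzyme (10 nM) and compounds were first incubated 15 min at room temperature; enzyme-free buffer wells were negative controls.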
# BLM helicase inh = qHTS Assay for Inhibitors of Bloom's syndrome helicase (BLM); recombinant BLM DNA unwinding, fluorescence dequenching; hit rate 0.2% among 350,000; Potency, µM (titrated, usually from 56.1 µM), for inactives: at the top dose activity change, negative = inhibition, usual class: inhibitors;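 further: plate controls were vehicle for no effect and no enzyme for full effect; nearly all actives have a fitted effect of over 35% in size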
# APE1 inh = qHTS Assay for Inhibitors of the Human Apurinic/apyrimidinic Endonuclease 1 (APE1); DNA repair nuclease/redox regulator APEX1 (Homo sapiens), P27695; recombinant APE1, TAMRA/BHQ-2 abasic DNA cleavage fluorescence; Potency, µM (highest dose often 65.8 µM), inactives show at the highest dose activity change, negative = inhibition, hits mostly inhibitors; hit rate 0.35% among 350,000; AID 2517, 2012;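 further: plate controls were vehicle for no effect and reference inhibitor for full effect; nearly all actives have a fitted effect of over 55% in size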
# Target sequence (P27695 whole entry, looked up): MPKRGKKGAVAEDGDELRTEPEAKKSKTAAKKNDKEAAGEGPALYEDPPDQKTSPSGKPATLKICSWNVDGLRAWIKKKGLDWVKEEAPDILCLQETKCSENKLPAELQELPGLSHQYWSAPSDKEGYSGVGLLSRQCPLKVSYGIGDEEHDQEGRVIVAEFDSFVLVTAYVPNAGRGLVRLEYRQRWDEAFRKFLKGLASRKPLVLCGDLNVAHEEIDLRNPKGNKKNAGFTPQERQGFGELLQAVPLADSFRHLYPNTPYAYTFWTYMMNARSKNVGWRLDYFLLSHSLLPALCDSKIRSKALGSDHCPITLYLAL
#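 Quantitative HTS: incision of a TAMRA/BHQ-2 double-stranded substrate bearing a tetrahydrofuran abasic site by 0.75 nM APE1 raises fluorescence. Substrate 50 nM final, added after 15 min compound preincubation at room temperature; progress as third-minus-first kinetic read difference.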
# Apoferritin bind = qHTS Assay for Identification of Novel General Anesthetics. Potency, µM (highest dose often 77.5 µM), inactives show at the highest dose activity change, negative = displacement, hits mostly inhibitors. apoferritin/1-aminoanthracene competitive binding, fluorescence. hit rate 0.074% among 350,000. Ferritin light chain (Equus caballus), P02791; further: on the % scale 0 is the no-effect control and ±100 the full control effect; nearly all actives have a fitted effect of over 20% in size
#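 Apoferritin-based anesthetic binding model; compound displacement of fluorescent 1-AMA measured as endpoint fluorescence after 10 minutes at room temperature, scaled to free-ligand and complex controls.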
# An asterisk follows results filed as active; ? = inconclusive; . = no result given; & = joins results of further samples; [ ] = dose if it differs, or a comment. The call rests on the fitted dose curve; in most records, active means well fitted curve in the direction sought with a large enough effect; inconclusive means small, poorly fitted or top-dose-only effect, or another doubt; inactive means no such curve, though single readings can be large; an effect the other way counts as inactive or inconclusive. Potency means the concentration at half of the fitted maximal effect. These rows are one share of the data; the hit share may differ from the screen's.
# Order of values: Pol kappa inh	POLB inh	Pol eta inh	BAZ2B inh	G9a inh	POLI inh	BLM helicase inh	APE1 inh	Apoferritin bind
- COc1cc(/C=N/NS(=O)(=O)c2ccc3ccccc3c2)ccc1OCCN1CCOCC1
→ -17.1%	2.8%	-2.0%	-25.6%	?	116.4%[activator]	2.7%	4.4%	-3.7%
- CCCCN(CCO)CCCC
→ 15.1%	.	-18.2%	-5.0%	9.3%[0.501 µM]	18.4%	.	-4.1%&6.7%	.
- O=C(Nc1ccc(Cl)cc1)N1CC=CCC1
→ -3.5%	17.6%	-18.5%	-12.5%	-0.5%[59 µM]	9.5%	0.3%	3.7%	-21.3%
- CNC(=O)C1CCC(Cn2c(=O)c3sccc3n(CC(=O)NCc3ccccc3)c2=O)CC1 (stereo unspecified)
→ -20.1%	-11.3%	2.9%	4.2%	12.9%[59 µM]	?	1.5%	.	9.1%
- Cn1sc(=O)c2cc(S(=O)(=O)NC3CC3)ccc21
→ -0.4%	3.0%	-3.7%	-14.4%	.	?	-6.9%	13.3%	3.5%
- COc1cccc(CNC(=O)CSc2nc(=O)n(Cc3ccncc3)c3c2CCC3)c1
→ -5.7%	.	-12.3%	3.2%	16.3%[59 µM]	16.7%	.	-9.4%	.
- CC1(C)CC(NC(=O)c2sc3cc(Cl)ccc3c2Cl)CC(C)(C)N1
→ -5.6%	-9.3%	-11.2%	-21.7%	27.5%[12.7 µM]	119.5%[activator]	-0.3%	-10.8%	-9.4%
- Cc1nn(-c2ccccc2)c(Cl)c1/C=N/Nc1nnc(C)c(=O)[nH]1
→ -18.8%	2.0%	1.7%	-0.5%	?	58.0%[activator]	-0.9%	7.3%	-9.2%
- COc1ccc(CC(=O)OCC(=O)Nc2ccc(Cl)c(S(=O)(=O)N(C)C)c2)cc1
→ 13.3%	-1.1%	-7.7%	-13.9%	-2.3%	21.8%	-12.8%	-5.2%	?
- Cn1c(=O)n(C)c2cc3[nH]cnc3cc21
→ 7.5%	20.9%	-23.4%	?	-38.2%	158.9%[activator]	-0.3%	42.3%[activator]	-4.2%
- COC(=O)c1ccc(C(=S)N2CCCCC2)cc1
→ -15.4%	-8.9%	-2.9%	-15.0%	20.6%[12.7 µM]	?	-7.6%	-0.3%	?
- COc1ccc(CCNC(=O)COc2cc(O)c3c(c2)OC(C)(C)CC3=O)cc1
→ -15.1%	21.7%	-9.5%	-3.8%	.	6.7%	-1.0%	3.5%	-22.4%
- Cc1nc2c(Cl)c(C)nn2c2c1CCC2
→ -10.1%	-9.2%	-5.4%	-11.6%	5.0%	16.9%	0.0%	-4.0%	-4.0%
- CCOC(=O)c1scc(-c2ccc(C)cc2)c1S(=O)(=O)Nc1cc(OC)ccc1OC
→ 21.5%	-1.4%	-4.4%	?	?	?	-2.8%	.	-19.4%
- C=CCNC(=O)c1ccccc1NC(=O)c1ccccc1SC
→ -13.6%	58.1%	-7.6%	2.7%	.	31.4%	-2.3%	15.0%	-6.3%

# Additional records follow.
# Order of values: Pol kappa inh	POLB inh	Pol eta inh	BAZ2B inh	G9a inh	POLI inh	BLM helicase inh	APE1 inh	Apoferritin bind
- COCCN1CC(C(=O)N2CCC(Oc3ccccc3OC)CC2)CCC1=O (stereo unspecified)
→ 3.7%	48.3%	-4.4%	-9.2%	25.8%	19.5%	-2.2%	33.1%	-5.9%
- CC(=O)Nc1ccc(C(=O)OCC(=O)c2ccc(F)cc2)cc1
→ 1.1%	-23.2%	-7.1%	5.4%	20.1%[59 µM]	6.9%	-0.4%	2.9%	-10.3%
- O=C(CCCC(=O)Nc1cccc(Br)c1)N/N=C/c1cc([N+](=O)[O-])ccc1O
→ -8.3%	11.8%	-22.1%	1.1%	.	58.7%[activator]	-18.4%	5.1%	-8.4%
- Cc1cc(NC(=O)CCC(=O)N(Cc2ccco2)C(C(=O)NC2CCCC2)c2ccccc2F)no1 (stereo unspecified)
→ -2.1%	25.7%	-19.4%	-1.5%	7.8%	52.8%[activator]	-7.7%	30.3%	8.9%
- Cc1nc2c(-c3ccccc3)c(C)nn2c(N)c1-c1ccccc1
→ -10.0%	11.4%	?	6.7%	16.8%[59 µM]	?	-9.5%	-8.7%	7.9%
- N#Cc1ccccc1CSc1nc(N)cc(N)n1
→ -10.5%	0.0%	0.0%	-0.2%	.	82.5%[activator]	-4.4%	1.8%	-6.4%
- Cc1ccc(N(c2ncnc(N)c2[N+](=O)[O-])C2CCCCC2)cc1
→ -13.2%	-13.6%	0.4%	-10.5%	8.0%[0.501 µM]	-19.0%[58.9 µM]	-3.6%	19.0%	-9.3%
- CCn1c(SCC(=O)Nc2cc(Cl)ccc2OC)nc2c([nH]c3ccccc32)c1=O
→ -6.5%[60.1 µM]	12.8%	-16.3%	2.5%	3.6%[59 µM]	13.8%	0.7%	.	-12.4%
- CC(C)C(=O)NCc1cc(-c2ccc(Cl)cc2)no1
→ 9.7%	27.6%	-4.1%	-28.9%	-4.2%	32.9%[activator]	-6.4%	4.2%	-4.0%
- CCOC(=O)c1cnc2ccc(OC)cc2c1NCCc1ccc(OC)c(OC)c1
→ -15.2%&-15.7%	-0.1%&18.0%	-18.2%&-20.3%	3.1%&5.0%	-3.6%[59 µM]	12.2%&15.6%	-10.4%&2.0%	3.2%	5.0%&-9.5%
- COc1ccc(C)cc1S(=O)(=O)N1CCN(C(=O)c2ncoc2-c2ccccc2F)CC1
→ -9.4%	6.9%	-20.8%	-2.8%	-9.3%	85.6%[activator]	-3.4%	48.7%	0.7%
- COc1ccccc1CNC(=O)COC(=O)CCN=C1NS(=O)(=O)c2ccccc21
→ -16.5%	.	-16.0%	-3.7%	?	24.6%	.	1.8%	.
- O=C(c1n[nH]c2c1CCCC2)n1ccnc1
→ .	7.8%	.	-1.8%	-16.9%[59 µM]	.	1.6%	0.6%	2.3%
- O=C(NCc1ccc2c(c1)OCO2)c1ccc(C2SCC(=O)N2Cc2ccco2)cc1 (stereo unspecified)
→ -34.0%	-27.4%	79.4µM*	-36.1%	1.6%[12.7 µM]	?	-22.6%	?	-9.7%
- COc1ccc(CCNCc2csc3nc4ccccc4n23)cc1OC
→ -14.5%	27.5%	-9.8%	?	50.1µM*	-1.1%	3.5%	-6.5%	-14.2%

# The results go on.
# Order of values: Pol kappa inh	POLB inh	Pol eta inh	BAZ2B inh	G9a inh	POLI inh	BLM helicase inh	APE1 inh	Apoferritin bind
- COC(=O)c1ccc(NC(=O)CSc2nc(=O)cc(N)n2-c2ccccc2)cc1
→ 12.4%	32.9%	-10.2%	-11.6%	-3.7%	-2.0%	-0.9%	14.9%	-12.2%
- Cc1c(NC(=O)c2ccc(N(Cc3ccccc3)S(C)(=O)=O)cc2)c(=O)n(-c2ccccc2)n1C
→ -0.4%	-3.3%	-2.9%	-3.6%	.	11.4%	-1.7%	3.7%	-2.3%
- C/C(=N/Nc1ccccc1[N+](=O)[O-])c1ccc([N+](=O)[O-])cc1
→ -12.2%	32.2%	1.0%	?	-15.1%[2.33 µM]	-29.7%	-3.6%	-2.5%	-7.9%
- Cc1ccc(NS(=O)(=O)c2cccc(C(=O)N/N=C/c3ccc4c(c3)OCCO4)c2)c(C)c1
→ -8.5%	-24.8%	-18.5%	-35.8%	-7.1%[59 µM]	?	-11.1%	-0.9%	-19.8%
- O=C(CN1C(=O)COc2ccccc21)N1CCc2ccccc21
→ -3.9%	?	-4.0%	2.0%	22.1%[59 µM]	-11.4%	1.6%	-1.4%	?
- COc1ccc(N(C(=O)c2snc(C(N)=O)c2N)C(C(=O)NCc2ccccc2)c2ccc(O)cc2)cc1OC (stereo unspecified)
→ -0.2%	0.5%	-14.4%	-20.6%	-10.2%	62.4%[activator]	-5.8%	22.5%	2.8%
- COc1ccc(-c2nn(-c3ccccc3)cc2/C=N/N=C(N)N)cc1OC
→ -17.1%	?	-17.4%	?	?	?	46.4%[activator]	-3.8%	-15.0%
- COc1ccc(NC(=O)CSC2=Nc3ccccc3C3=NC(CC(=O)NCCc4ccccc4)C(=O)N23)cc1 (stereo unspecified)
→ -5.3%[60.1 µM]	25.4%	-3.3%	-16.8%	9.3%[59 µM]	4.5%	3.3%	.	-15.7%
- Fc1ccccc1COc1ccc(Br)cc1CNCc1ccncc1
→ -5.2%	5.7%	-7.0%	-13.4%	?	?	-2.5%	?	-14.3%
- COC(=O)c1ccccc1NC(=O)CSc1nnc(-c2ccncc2)o1
→ 2.2%	-7.6%	-8.2%	-31.3%	-10.8%[12.7 µM]	1.8%	-2.9%	-1.9%	3.4%
- C=CCOC(=O)C1=C[C@@H](c2cn(C(C)=O)c3ccccc23)C[C@@H](OCCCCO)O1
→ 0.1%	2.3%	-17.9%	-35.8%	?	8.8%	-6.5%	-1.1%	-13.9%
- N#CCCn1cc(C(N)=O)c(-c2cccs2)n1
→ 0.8%	9.3%	5.1%	-13.9%	42.2%[12.7 µM]	-4.5%	-13.1%	-8.4%	-1.0%
- O=C(c1ccc(NC2=NC3CS(=O)(=O)CC3S2)cc1)N1CCN(c2ccc(F)cc2)CC1 (stereo unspecified)
→ -5.8%	33.6%	-5.6%	-31.0%	-5.2%[12.7 µM]	0.5%	-2.2%	6.3%	-9.0%

# Whole records, quoted from the list. Screens in order: Pol kappa inh | POLB inh | Pol eta inh | BAZ2B inh | G9a inh | POLI inh | BLM helicase inh | APE1 inh | Apoferritin bind
# Entry for Cc1cc(NC(=O)CCC(=O)N(Cc2ccco2)C(C(=O)NC2CCCC2)c2ccccc2F)no1 (stereo unspecified) = -2.1% | 25.7% | -19.4% | -1.5% | 7.8% | 52.8%[activator] | -7.7% | 30.3% | 8.9%
# Entry for N#Cc1ccccc1CSc1nc(N)cc(N)n1 = -10.5% | 0.0% | 0.0% | -0.2% | . | 82.5%[activator] | -4.4% | 1.8% | -6.4%
